Screening results from PubChem.
HSP90 inh: blocks HSP90-mediated luciferase refolding in reticulocyte lysate | 0.91% of 290,000 active | inhibition, % at 5.6 µM | AID 1789 | Rabbit reticulocyte lysate, luciferase refolding luminescence, 3 h;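 active = inhibition above the screen-wide mean plus 3 SD, computed separately per campaign, cut at about 16% in these data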;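 note: 0% = DMSO wells and 100% = 60 µM geldanamycin wells; inhibitors lower the luminescence because luciferase stays unfolded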
GSK3 alpha inh: human GSK-3 alpha kinase inhibition | P49840 | ADP-Glo luminescence, 60 min | inhibition, % at 10 µM | 0.1% of 320,000 active | AID 2650;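 in the data active = inhibition above about 50%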;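 note: GST-tagged GSK-3 alpha with peptide substrate and 25 µM ATP; 0% = DMSO neutral wells and 100% = GW8510 positive control wells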
Target sequence (P49840 whole entry, looked up): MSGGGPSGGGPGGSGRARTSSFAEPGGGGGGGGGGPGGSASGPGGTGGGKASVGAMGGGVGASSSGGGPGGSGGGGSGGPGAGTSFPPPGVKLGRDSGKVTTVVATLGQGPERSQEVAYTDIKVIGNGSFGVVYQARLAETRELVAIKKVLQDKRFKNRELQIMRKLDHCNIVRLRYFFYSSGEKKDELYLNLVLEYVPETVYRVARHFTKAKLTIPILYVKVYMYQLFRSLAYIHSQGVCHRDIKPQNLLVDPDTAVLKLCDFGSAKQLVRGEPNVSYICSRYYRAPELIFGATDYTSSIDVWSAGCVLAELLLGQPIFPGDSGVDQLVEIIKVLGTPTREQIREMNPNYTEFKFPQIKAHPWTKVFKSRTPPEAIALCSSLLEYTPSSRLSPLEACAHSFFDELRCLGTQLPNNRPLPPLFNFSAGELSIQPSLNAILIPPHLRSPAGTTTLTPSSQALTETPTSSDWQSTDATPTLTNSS
IEC-6 tox: IEC-6 cytotoxicity, counter-screen for KLF5 inhibitors; luminescence viability; inhibition, % at 5 µM; 0.78% of 290,000 active; in the data active = inhibition above about 22%;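 note: 0% = plate median of test compound wells and 100% = cytotoxic reference compound wells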
Dyrk1A ADPGlo: inhibitors of rat Dyrk1A kinase; ADP-Glo luminescence, NFATc1 peptide; AID 504441; 0.43% of 310,000 active; Q63470; inhibition, % at 12.5 µM; in the data active = inhibition above about 50%;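 note: plate controls were vehicle with enzyme for no effect and no enzyme for full effect; many of its hits are not listed in these tables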
HSF-1 act: increases HSF-1 driven luciferase reporter signal. NIH3T3-HGL HSF-1 luciferase reporter, MG132, 8 h; 100% = twice DMSO control signal. AID 504408. activation, % at 9 µM. 1.7% of 300,000 active;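 active = mean replicate activation of at least 50% with a set share of replicates each reaching 50%; inconclusive = only one of those two conditions met; inactive = mean below 50% and too few replicates reaching it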;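 note: 0% = median of the neutral control wells and 100% = twice that signal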
HSF1 inh: HSF1 inhibition. 0.77% of 300,000 active. activity change, negative = inhibition, % at 7.5 µM (by protocol). AID 2098. NIH3T3-HGL HSE-luciferase, MG132-induced, luminescence 8 h; active compounds read low;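 active = more than half of replicate wells show activity change below -50%, luminescence cut by over half; inconclusive = some wells, but at most half, below -50%; inactive = no replicate well below -50%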;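 note: luciferase reports HSF-1 transcriptional activity via heat shock element; 0% = median of DMSO wells and -100% = zero luminescence signal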
Platelet DG rel: modulates dense granule release in human platelets | human platelet-rich plasma, SFLLRN dense granule ATP release, luminescence | inhibition, %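 (compounds screened at 7.5 µM in platelet-rich plasma)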 | 0.22% of 300,000 active;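 active = mean replicate score, as percent of positive control, at or above 50; inconclusive = mean below 50 but at least one replicate at or above 50; inactive = mean and every replicate below 50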
GSK3beta inhib: blocks human GSK3beta kinase activity | 0.038% of 300,000 active | activity score (negative = inhibition), % at 10 µM | AID 2097 | P49841 | GST-GSK3beta kinase, ADP-Glo luminescence, 60 min; active compounds read low;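 active = more than half of replicate wells score below -50%, meaning over 50% inhibition versus plate controls; inconclusive = some replicates but at most half score below -50%; inactive = no replicate scores below -50%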;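 note: 0% = median DMSO wells and -100% = median GW8510 positive control wells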
Target sequence (P49841 whole entry, looked up): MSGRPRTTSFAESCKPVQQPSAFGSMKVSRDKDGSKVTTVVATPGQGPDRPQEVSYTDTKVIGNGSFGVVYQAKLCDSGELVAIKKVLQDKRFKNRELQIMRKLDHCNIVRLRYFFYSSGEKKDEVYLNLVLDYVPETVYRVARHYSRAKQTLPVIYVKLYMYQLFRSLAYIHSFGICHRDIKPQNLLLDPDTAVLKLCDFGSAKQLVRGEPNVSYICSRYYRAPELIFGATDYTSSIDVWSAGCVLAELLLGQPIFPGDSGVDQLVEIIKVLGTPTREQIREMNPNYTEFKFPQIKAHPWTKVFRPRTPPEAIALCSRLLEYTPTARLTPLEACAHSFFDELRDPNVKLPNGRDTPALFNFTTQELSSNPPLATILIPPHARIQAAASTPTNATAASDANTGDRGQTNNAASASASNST
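test system = GST-tagged human GSK3beta kinase, cell-free | reagent = 25 µM ATP with peptide substrate | dosing = one dose of 10 µM per compound | schedule = 60 min reaction, RT | detection = luminescent ADP-Glo measurement of ADP formed | control set = DMSO neutral wells and GW8510 at 20 µM as positive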
KLF5 inhibitor: suppresses KLF5 promoter-driven expression; DLD-1 KLF5 promoter-luciferase reporter, luminescence; inhibition, % at 5 µM; 0.23% of 290,000 active; AID 1700;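 active = inhibition above a per-plate limit of that plate's mean compound inhibition plus 3 SD, cut at about 60% in these data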;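 note: 0% = DMSO wells and 100% = LY294002 at 200 µM; higher means less KLF5 promoter-driven luciferase light; inactives centre near -14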
aSyn 5UTR inh: 5' untranslated region of α-synuclein, MLPCN primary screen. alpha-synuclein 5'UTR reporter, inhibitor activity. inhibition, % (tested at 7.5 µM). 0.82% of 300,000 active. AID 1813; in the data active = inhibition above about 60%; inconclusive = no clear call, values can overlap the other calls;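 note: H4 neuroglioblastoma cells stably carrying SNCA 5'UTR luciferase fusion; 0% = DMSO wells and 100% = positive control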
* marks the source's active call; other numbers are inactive results; u = inconclusive; x = no result given. Some of the compounds tested; the hit share may differ from the screen's.

SMILES	HSP90 inh	GSK3 alpha inh	IEC-6 tox	Dyrk1A ADPGlo	HSF-1 act	HSF1 inh	Platelet DG rel	GSK3beta inhib	KLF5 inhibitor	aSyn 5UTR inh
Cc1ccc2c(c1)c1c3n2CCN(C(=O)Cn2c(-c4ccccc4)noc2=O)C3CCC1 (stereo unspecified)	3	-3	-5	1	25	16	-3	1	-8	-14
Cn1c(CCNC(=O)c2cccs2)nnc1SCC(=O)N1CCN(c2ccccc2)CC1	2	0	7	11	8	-4	-8	3	14	-2
O=C(CN1CCC(NC(=O)Nc2ccccc2-c2ccccc2)CC1)NCc1ccco1	-2	1	-3	4	9	-11	-3	3	-2	19
CCC(Cc1ccccc1)NC(=O)CSc1ccsc1[N+](=O)[O-] (stereo unspecified)	1	-3	-11	4	9	-3	2	2	-38	-44
CCOc1ccc(N2C(=O)C(Cl)=C(Nc3ccccc3O)C2=O)cc1	6	-4	5	-1	67*	44	6	-26	-63	-184
O=C1CC(N2CCN(c3nc4ccccc4s3)CC2)C(=O)N1c1cccc(F)c1 (stereo unspecified)	4	x	-2	-2	0	-10	4	0	-47	19
CCOC(=O)/C=c1\s/c(=C\c2ccc(C#N)cc2)c(=O)n1CC(=O)NCc1ccco1	0	-2	5	-5	-9	-7	-1	-5	-44	-2
CC(Sc1nc(N2CCCCC2)c2c(c1C#N)CCCC2)C(=O)O (stereo unspecified)	0	-4	3	-1	-7	-4	-6	4	-5	22
Cc1cc(C)c(S(=O)(=O)NCC(CCC(=O)O)C(F)(F)F)c(C)c1 (stereo unspecified)	3	-3	0	x	3	-1	-8	3	-33	9
Cc1ccc2[nH]c3c(c2c1)CN(C)CC3	1	-3	1	0	-12	4	3	0	-20	-34
CCC(Sc1nncn1C)C(=O)Nc1nnc(-c2ccccc2Cl)s1 (stereo unspecified)	-1	-2	3	-1	12	3	1	3	-34	-64
O=C(Nc1cccc2c1CCCC2)C1CCN(C(=O)NC2CCCCC2)CC1	-3	0	-1	5	-1	0	-9	-7	-13	16
CCOC(=O)C1CCN(C(=O)CN2C(=O)C(CC)Oc3ccccc32)CC1 (stereo unspecified)	4	0	-5	-4	8	6	0	1	-14	-22
O=C(Cc1cc(=O)oc2cc(O)ccc12)NC(Cc1ccc(Cl)cc1)C(=O)O (stereo unspecified)	-3	4	6	4	-9	3	0	-4	-30	-2
O=C(c1ccccn1)N1CCN(S(=O)(=O)c2ccccc2)CC1	-1	-2	-8	x	4	-5	-14	0	-5	-16
Nn1c(SCC(=O)Nc2cc(S(=O)(=O)N3CCOCC3)ccc2Cl)nnc1-c1cccnc1	1	-3	-2	x	-7	-3	-3	5	-21	14
CCOC(=O)c1sc2nc(C)n(N)c(=O)c2c1C	3	0	-1	-4	6	-4	6	1	-43	-23
CCCOC(=O)CCCC[C@H]1SC[C@@H](NC(=O)OC)[C@H]1NC(=O)OC	1	8	3	13	0	0	-2	-2	-10	9
COc1ccc(CNS(=O)(=O)NCc2ccccc2)cc1	3	-1	1	-4	-12	-2	3	0	0	5
O=C(NNC(=O)c1cccs1)c1ccc(Cl)c([N+](=O)[O-])c1	5	-2	4	-1	4	-6	-1	4	4	-44
CCc1ccc(OC)c(S(=O)(=O)Nc2ccccc2C)c1	1	-1	8	6	9	-5	-6	-1	0	-15
Cc1onc(-c2ccccc2Cl)c1C(=O)NC1CCS(=O)(=O)C1 (stereo unspecified)	1	-2	3	6	3	-3	-7	3	-8	-18
CN(Cc1ccccc1)c1nc2c(c(=O)n(C)c(=O)n2C)n1CCSc1ncccn1	0	4	2	5	9	0	2	5	-9	-9
COCCn1c(=O)[nH]c2cc(C(=O)N3CCN(c4cc(C)ccc4C)CC3)ccc2c1=O	-1	-2	1	-1	0	-2	11	x	-11	11
COCCCNC(=O)CCn1c(=O)c2ccccc2n(CC(=O)Nc2c(C)cccc2C)c1=O	-2	1	0	2	0	-4	0	-1	-7	4

Later entries
SMILES	HSP90 inh	GSK3 alpha inh	IEC-6 tox	Dyrk1A ADPGlo	HSF-1 act	HSF1 inh	Platelet DG rel	GSK3beta inhib	KLF5 inhibitor	aSyn 5UTR inh
Cc1cc(C)n(-c2ccc(OCC(=O)O)nn2)n1	1	-4	-10	7	1	-7	0	-4	-6	-5
O=S(=O)(c1ccc(F)cc1)n1ccc(-c2cccc(OCc3ccc(Cl)cc3Cl)c2)n1	0	-4	-2	-2	-10	-3	-2	1	-35	28
Cc1ccccc1NC(=S)NC(C)CCc1ccccc1 (stereo unspecified)	3	0	5	7	-16	-5	-1	0	-28	20
Cc1ccccc1NC(=O)CNc1ccccc1N1CCCCC1	1	-1	2	-8	1	1	0	-2	5	3
Cc1cccc(N(C(=O)c2snc(C(N)=O)c2N)C(C(=O)NCC2CCCO2)c2ccc(N(C)C)cc2)c1 (stereo unspecified)	-3	0	2	3	14	6	14	-3	-10	5
CC(C)(C)n1nnnc1C(c1ccccn1)N(Cc1ccccc1)Cc1ccc(Cl)cc1 (stereo unspecified)	4	0	5	2	3	4	-1	-2	3	27
CCC(=O)Nc1c(-c2ccccc2)c(=O)c2ccccc2n1C	-1	1	3	-3	-22	-2	4	1	21	0
CCOC(=O)c1ccccc1NC(=O)Cn1cnc2c(nnn2-c2ccc(C)cc2)c1=O	-1	-3	2	0	22	0	-1	1	-37	23
O=C1C(Cc2ccc(O)cc2)NC(=S)N1c1ccccc1 (stereo unspecified)	-4	1	-3	7	3	-1	7	0	-16	17
Fc1ccccc1OCCCCCN1CCCC1	-3	0	-1	0	-1	-6	-12	3	-13	1
CC1CCCN(CCCNC(=O)C2CCCN(c3ncnc4c3nc3n4CCCCC3)C2)C1 (stereo unspecified)	-7	-1	0	2	13	4	13	1	-30	19
Cc1cc(=O)oc2c(C)c(OCC(=O)NCCCN3CCOCC3)ccc12	-7	-1	1	4	-4	-8	5	4	-34	-7
CCN(Cc1ccccc1)C(=O)c1cccnc1	-6	-3	-3	0	21	-12	0	-4	-41	8
COc1ccc(S(=O)(=O)N2CCCCC2)cc1Br	0	-2	13	1	-21	-2	-6	-4	-1	9
COc1ccc(NC(=O)/C=C/c2ccc3c(c2)OCO3)cc1	1	-1	10	-2	40	18	3	-3	-119	-91
NC(=O)CC(NC(=O)Cc1ccc(Cl)cc1)c1ccc(NC2CCCC2)c([N+](=O)[O-])c1 (stereo unspecified)	x	-2	x	7	4	5	4	1	x	-10
C/C(=N/OC(=O)c1ccc(C)cc1)c1ccc(N2C(=O)C3CCCCC3C2=O)cc1 (stereo unspecified)	-2	-3	-2	-5	-4	0	-1	0	-12	-4
Nc1nc(CN2CCN(Cc3ccccc3)CC2)nc(N2CCCc3ccccc32)n1	2	x	-6	-3	2	-7	9	2	-2	13
COc1ccc(-c2[nH]c(-c3ccc(Cl)cc3)nc2SCC(=O)Nc2nccs2)cc1	-4	-4	4	3	21	10	17	1	-1	-23
CSCC[C@H](N)C(=O)N1CCC(C(=O)N[C@@H](C)C(=O)NCc2ccc(F)cc2)CC1	2	3	-5	0	-1	1	4	6	-2	2
CCOc1cc(/C=C/C(=O)Nc2ccc(C(=O)NCCN(CC)CC)cc2)ccc1OCC(C)C	8	4	2	2	14	3	0	-2	-40	u
COCCN=c1scc(-c2cccs2)n1/N=C(\C)c1ccco1	2	-1	-8	-8	49	18	0	1	0	-153
Nc1cc(-c2ccc(Br)cc2)nn1S(=O)(=O)c1ccccc1	3	-3	-7	-2	3	5	-8	0	-9	-8
CCOC(=O)c1ccc(N2CCN(c3ccccc3F)CC2)c(NC(=O)Nc2ccccc2)c1	8	-4	-5	-1	-3	-21	0	-3	-8	20
COc1cccc(CNC(=O)C2CCCN(S(=O)(=O)N3CC(C)CC(C)C3)C2)c1 (stereo unspecified)	5	0	6	-8	14	1	-9	-1	18	4

Further entries follow:
SMILES	HSP90 inh	GSK3 alpha inh	IEC-6 tox	Dyrk1A ADPGlo	HSF-1 act	HSF1 inh	Platelet DG rel	GSK3beta inhib	KLF5 inhibitor	aSyn 5UTR inh
Cc1ccc(C(=O)Nc2nc(=O)n(C(=O)c3ccccc3Cl)s2)cc1	1	x	0	-6	16	15	4	3	-108	-104
COc1ccc(CC(=O)N(CC2CCCO2)c2nc3ccccc3s2)cc1 (stereo unspecified)	-4	-3	-11	2	40	28	6	2	-33	-26
CCc1ccc(NC(=O)C(C)OC(=O)c2ccc(NS(=O)(=O)c3ccc(C)c([N+](=O)[O-])c3)cc2)cc1 (stereo unspecified)	-4	0	9	-2	-22	-9	-2	2	-18	32
Cc1ccc(OCC(O)CN2C(=O)NC(C)(C)C2=O)cc1C (stereo unspecified)	-2	2	-4	-4	-61	u	-16	3	18	3
Cc1onc(-c2ccccc2)c1C(=O)Nc1ccc(S(=O)(=O)Nc2nccs2)cc1	-3	1	-4	-7	21	22	7	1	5	25
CC(=O)c1ccc(N2CCN(c3ccc(S(=O)(=O)NCCCN(C)C)cc3[N+](=O)[O-])CC2)cc1	4	1	6	6	-8	0	-7	-1	-19	-16
CC1CCCCN1CCNC(=O)c1ccc2c(=O)n(Cc3ccc(Cl)cc3)c(=S)[nH]c2c1 (stereo unspecified)	4	-2	4	-5	13	7	8	-3	-16	21
COc1ccccc1/C=C/C=N/n1c(-c2cc(-c3ccccc3)n[nH]2)n[nH]c1=S	1	-2	-7	4	23	1	-4	1	-14	-37
O=C(O)c1ccc(Cl)c(S(=O)(=O)Nc2ccc(S(=O)(=O)Nc3cccc(Cl)c3)cc2)c1	2	-6	4	-5	6	-8	-7	-2	-44	-17
Cc1ccc(C)c(N2CCN(c3cnn(-c4nc5ccccc5s4)c(=O)c3Cl)CC2)c1	-4	-6	4	-3	-4	0	-1	-2	-13	-61
Cc1nc(N(CCO)C2CCCCC2)c2nnn(Cc3ccccc3)c2n1	-2	-1	-2	0	11	3	-4	2	-8	26
Cc1cccc(N2C(=O)c3ccccc3C2=O)n1	-2	0	-5	8	21	-3	-2	-5	5	0
O=C(NN1C(=O)C2C3c4ccccc4C(c4ccccc43)C2C1=O)c1ccc(Cl)cc1 (stereo unspecified)	1	0	-2	0	2	-5	-6	-2	-46	27
CCNC(=S)Nc1sc2c(c1C#N)CCC(C)C2 (stereo unspecified)	2	-1	2	x	10	3	-5	-1	-8	11
N#C/C(=C(/O)CN1CCN(c2ccccc2F)CC1)c1nc(-c2ccc(Cl)cc2)cs1	-1	-5	2	-4	17	2	-13	-1	-49	42
Brc1cccc(OCCSc2ncccn2)c1	3	-2	2	3	2	5	-9	1	-34	-69
O=C(CN1C(=O)NC2(CCOc3ccccc32)C1=O)Nc1cccc(Cl)c1 (stereo unspecified)	3	6	9	-2	7	1	7	1	17	-20

Profiles, looked up by structure. Screens in order: HSP90 inh | GSK3 alpha inh | IEC-6 tox | Dyrk1A ADPGlo | HSF-1 act | HSF1 inh | Platelet DG rel | GSK3beta inhib | KLF5 inhibitor | aSyn 5UTR inh
Entry for `Cc1cccc(N2C(=O)c3ccccc3C2=O)n1` → -2 | 0 | -5 | 8 | 21 | -3 | -2 | -5 | 5 | 0
Entry for `Cc1onc(-c2ccccc2)c1C(=O)Nc1ccc(S(=O)(=O)Nc2nccs2)cc1` → -3 | 1 | -4 | -7 | 21 | 22 | 7 | 1 | 5 | 25
